Screening results deposited in PubChem by several laboratories.
rCAG binder: binders of r(CAG) RNA repeats, primary screen, biochemical, fluorescence; r(CAG) RNA repeat, TO-PRO-1 dye displacement fluorescence; inhibition, % at 3 µM; 370,000 compounds, 1.3% hits; AID 651821, 2012;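 active means inhibition above the plate cutoff, the mean of all test compounds on that plate plus 3 SD, cut at about 35% in these data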;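 further: 0% = DMSO alone and 100% = 100 µM mitoxantrone as full dye displacement; higher means more dye released from RNA so lower well fluorescence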
TCR-CD3 inh: inhibitors of human TCR-CD3 interaction, primary screen, biochemical, fluorescence, TAMRA-labeled TCR probe; inhibition, % at 9.4 µM; T-cell receptor (TCR); 360,000 compounds, 0.37% hits; in the data active means inhibition above about 19%;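 further: recombinant mutant TCR 2C K166C tagged with TAMRA read by polarization; 0% = receptor in buffer alone and 100% = receptor with positive control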
MBD2 DNA inh: inhibitors of MBD2 binding to methylated DNA, primary screen, biochemical, TR-FRET, DNA-binding domain, human | MBD2 binding to methylated oligonucleotide | inhibition, % at 4.4 µM | 370,000 compounds, 0.31% hits | AID 686964, 2013; in the data active means inhibition above about 13%
Target sequence (Q9UBB5 whole entry, looked up, the tested form may be a part): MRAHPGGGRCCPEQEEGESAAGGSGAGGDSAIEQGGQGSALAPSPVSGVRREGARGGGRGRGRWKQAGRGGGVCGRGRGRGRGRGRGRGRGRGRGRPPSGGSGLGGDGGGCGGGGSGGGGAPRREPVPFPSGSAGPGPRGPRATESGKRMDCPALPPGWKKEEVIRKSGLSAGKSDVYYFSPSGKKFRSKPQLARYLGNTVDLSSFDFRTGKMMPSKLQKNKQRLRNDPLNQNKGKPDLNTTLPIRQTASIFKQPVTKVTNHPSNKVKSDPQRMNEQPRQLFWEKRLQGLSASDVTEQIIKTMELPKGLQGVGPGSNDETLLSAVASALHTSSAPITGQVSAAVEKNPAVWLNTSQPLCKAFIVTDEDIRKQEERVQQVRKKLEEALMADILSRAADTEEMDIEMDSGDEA
LEDGF integ inh: blockers of LEDGF/p75-dependent integrase strand transfer – biochemical, TR-FRET, high throughput, primary screen; TR-FRET IN-LEDGF/p75 DNA integration, Eu/Cy5; HIV-1 integrase (with human LEDGF/p75); AID 743269, 2014; inhibition, % at 3.7 µM; 370,000 compounds, 0.64% hits;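 active means inhibition above the screen-wide mean plus 3 SD, cut at about 13% in these data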;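 further: signal is the Cy5 over europium emission ratio at 671 and 618 nm; 0% = plate median of compound wells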
PG9 binder: binders of HIV-1 gp120 antibody PG9, primary screen, biochemical, TR-FRET | 360,000 compounds, 0.43% hits | TR-FRET gp120-PG9 antibody binding | HIV-1 gp120 / PG9 antibody interaction | inhibition, % at 6.7 µM; in the data active means inhibition above about 8.5%
ABHD4 inh: ABHD4 inhibitors, primary screen, biochemical, fluorescence polarization, mouse. (Lyso)-N-acylphosphatidylethanolamine lipase (Mus musculus), Q8VD66. purified mABHD4, FP-Rh probe fluorescence polarization. inhibition, % at 8.92 µM. 370,000 compounds, 0.54% hits. AID 720543, 2013;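 active means inhibition exceeding the mean over every tested compound plus 3 SD, cut at about 30% in these data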;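 further: 0% = plate median of compound wells and 100% = S159A mutant with DMSO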
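Test system: mABHD4 protein | Buffer or medium: HEPES pH 7.0 buffer, 150 mM NaCl, 0.01% Pluronic F-127 | Probe or stimulus: FP-Rh fluorescent activity-based probe, added after compound pre-incubation | Timing: Pre-incubation 45 min, probe exposure 60 min, at 25 °C | Technique: Fluorescence polarization, excitation 525 nm, emission 598 nm, BODIPY TMR filters | Repeats: Single well per compound (singlicate)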
NR1D1 modulator: modulators of Rev-erb alpha DNA binding, primary screen, biochemical, FITC-DNA, fluorescence polarization, uHTS; 370,000 compounds, 0.79% hits; Rev-erbα–FITC-DNA binding, 90 min; activity, % at 10 µM; Nuclear receptor subfamily 1 group D member 1 (Homo sapiens), P20393;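 active means activity above about 14%, limit read from the data; passing the limit was not always enough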;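 further: 0% = DMSO wells with 35 nM protein and 100% = DMSO wells with 750 nM protein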
PRMT1 inh: PRMT1 methyltransferase inhibitors, primary screen, biochemical, fluorescence polarization. Protein arginine N-methyltransferase 1 (Homo sapiens), Q99873. recombinant PRMT1, activity-based probe fluorescence polarization. inhibition, % at 2.79 µM. 370,000 compounds, 1.3% hits. AID 652257, 2013;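 active means inhibition above about 21% made by adding two undisclosed values, limit read from the data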
HTRA1 inh: HTRA1 serine protease inhibitors, primary screen, biochemical, fluorescence polarization, HTS; Q92743; recombinant HTRA1, FP-rhodamine activity-based probe; inhibition, % at 5.96 µM; 340,000 compounds, 0.5% hits; in the data active means inhibition above about 36%;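 further: 0% = enzyme with DMSO and 100% = wells lacking enzyme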
Target sequence (Q92743 whole entry, looked up): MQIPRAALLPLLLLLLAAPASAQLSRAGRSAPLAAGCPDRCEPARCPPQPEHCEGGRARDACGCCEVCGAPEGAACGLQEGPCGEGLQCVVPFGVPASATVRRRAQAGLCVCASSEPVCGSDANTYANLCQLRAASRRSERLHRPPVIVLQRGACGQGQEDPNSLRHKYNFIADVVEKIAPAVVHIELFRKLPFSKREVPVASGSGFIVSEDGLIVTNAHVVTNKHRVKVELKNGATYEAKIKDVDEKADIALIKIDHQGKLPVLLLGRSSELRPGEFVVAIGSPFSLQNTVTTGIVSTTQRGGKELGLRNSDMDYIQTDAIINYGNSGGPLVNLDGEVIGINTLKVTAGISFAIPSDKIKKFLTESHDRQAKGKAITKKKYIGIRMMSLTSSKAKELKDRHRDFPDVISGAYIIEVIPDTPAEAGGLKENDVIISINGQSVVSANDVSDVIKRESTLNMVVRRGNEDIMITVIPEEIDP
UHRF1 binding: UHRF1 methylated DNA binding inhibitors, primary screen, counter-screen for MBD2 inhibitor project, biochemical, TR-FRET, human UHRF1, single concentration; UHRF1 binding to methylated oligo; 370,000 compounds, 0.75% hits; inhibition, % at 4.4 µM; E3 ubiquitin-protein ligase UHRF1 (Homo sapiens), Q96T88; in the data active means inhibition above about 21%;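 further: UHRF1 SRA domain binding a hemimethylated CpG hairpin DNA probe; 0% = median of test compound wells and 100% = reference inhibitor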
Active calls of the source: *; / = not tested or not shown. Not all compounds are listed. The share of hits here may be higher or lower than overall.

SMILES	rCAG binder	TCR-CD3 inh	MBD2 DNA inh	LEDGF integ inh	PG9 binder	ABHD4 inh	NR1D1 modulator	PRMT1 inh	HTRA1 inh	UHRF1 binding
O=C(NC(=S)N1CCN(c2ccccc2)CC1)c1ccccc1	-1	-6	-1	1	-1.8	8	-2	1	16	-2
CCCCc1c(-c2ccccc2OC)ncn1Cc1cc(F)ccc1F	0	4	-2	0	-0.8	1	0	9	/	-2
CCOC(=O)c1csc(-c2ccc3c(c2)CCO3)n1	-5	-12	1	3	-1.6	0	-1	-3	/	3
CCc1ccc(NC(=O)Nc2ccncc2)cc1	-1	-6	1	0	-0.7	-5	-6	2	-7	9
CCC[C@H]1[C@@H](OC(=O)NCc2ccco2)CC[C@@]23CCCN2C(=O)CCC[C@@H]13	/	/	-8	3	/	2	3	4	/	0
Cc1ccc(F)cc1NC(=O)COC(=O)C1CCN(c2ccc(C(F)(F)F)cn2)CC1	-4	4	-1	-2	-0.5	-11	-1	0	-16	-3
COc1ccc(C(=O)NCCS(=O)(=O)N2CCCCCC2)cc1	1	0	-3	1	1.8	2	0	1	-1	2
COCCCNC(=O)C1CCN(S(=O)(=O)c2c(C)noc2/C=C\c2ccc(OC)cc2)CC1	1	-3	2	-1	0.0	1	0	0	-2	3
CC(C)O/C(=N\S(=O)(=O)c1ccc(Cl)cc1)c1ccccc1	-2	-2	0	-3	-0.1	-3	-4	3	0	0
CC(C)CC(NC(=O)CCC(=O)OCC(=O)[C@@]1(O)CCC2[C@@H]3CCC4=CC(=O)C=C[C@]4(C)C3[C@@H](O)C[C@@]21C)C(=O)O (stereo partly specified)	9	0	-6	1	-0.1	0	-2	5	0	-1
COC(=O)[C@H]1C[C@@H]1[C@H](NC(=O)c1cnccn1)c1ccccc1	-1	2	1	-2	-0.4	-3	-1	1	1	0
CSc1nc(Cl)c(Br)c(Nc2c[nH]c(=O)[nH]c2=O)n1	2	-2	7	-4	0.4	-7	-4	8	-4	3
CC(C)OC(=O)C1C(=O)CC(C)(O)C(C(=O)OC(C)C)C1c1cccc([N+](=O)[O-])c1 (stereo unspecified)	-7	8	1	-2	-0.7	3	-2	-2	0	0
Cc1c(C#N)c(NC(=O)CCl)n(Cc2ccccc2)c1C	1	6	0	1	-1.4	-3	0	0	0	-3
CCOC(=O)C1(C)CCCCCN1C(=O)c1snnc1C (stereo unspecified)	1	5	-1	0	0.1	0	-1	-3	/	-1
O=C(Nc1ccc(F)c(Cl)c1)NC1CC1	1	14	0	-1	-1.1	-13	2	-2	4	1
O=C(Nc1ccc2c(c1)OCO2)C1CCN(S(=O)(=O)c2cccc3cccnc23)CC1	6	5	-3	3	3.2	10	-3	1	4	1
Cc1nc(=O)c(-c2ccccc2)c(C)n1-c1cccc(/C=C/C(=O)O)c1	4	0	1	-5	1.1	1	6	3	6	-2
Cc1nc(-c2nc(-c3c(C(=O)NN)noc3C)cs2)cs1	6	-6	0	-3	-1.0	-2	-1	1	-15	2
O=Cc1cccc(OC(=O)/C=C/c2ccco2)c1	10	7	17*	16*	-2.7	5	-35	5	15	48*
CN1C(=O)CSC1=Nc1ccc(Br)cc1	-1	0	-1	0	-0.8	1	4	-3	1	-2
O=C(CN(C(=O)c1csnn1)c1ccc2c(c1)OCCO2)NCc1ccccc1	2	4	-1	26*	-1.0	-5	0	1	-4	-1
Cc1noc(C)c1NC(=O)Nc1ccc2c(c1)C(=O)N([C@H](C)CO)C[C@H](C)[C@@H](CN(C)S(=O)(=O)c1ccc(F)cc1)O2	-6	4	-5	-5	1.4	3	-2	-1	-4	-3
O=C1COc2ccc(C(=O)CSc3nnc(-c4cccs4)n3Cc3ccccc3)cc2N1	14	3	-2	-1	-2.2	-6	3	2	-20	1
COc1ccccc1N1CCN(/N=C/c2cccc(OC)c2O)CC1	-2	-4	-2	0	-1.4	9	0	2	1	0

Shown as a hit in LEDGF integ inh (from the list above):
molecule,TCR-CD3 inh,MBD2 DNA inh,LEDGF integ inh,PG9 binder,ABHD4 inh,NR1D1 modulator,PRMT1 inh,HTRA1 inh
O=Cc1cccc(OC(=O)/C=C/c2ccco2)c1,7,17*,16*,-2.7,5,-35,5,15
O=C(CN(C(=O)c1csnn1)c1ccc2c(c1)OCCO2)NCc1ccccc1,4,-1,26*,-1.0,-5,0,1,-4

Other results follow.
SMILES	rCAG binder	TCR-CD3 inh	MBD2 DNA inh	LEDGF integ inh	PG9 binder	ABHD4 inh	NR1D1 modulator	PRMT1 inh	HTRA1 inh	UHRF1 binding
O=C(COc1cc(F)ccc1[N+](=O)[O-])Nc1ccc(N2CCOCC2)cc1	-1	7	1	-4	-0.7	0	-2	2	5	-1
CC(=O)OCC1OC(OC(C)=O)C(NC(=O)Cc2ccccc2)C(OC(C)=O)C1OC(C)=O (stereo unspecified)	0	15	-2	-1	0.1	6	2	-3	2	-2
Fc1cccc(NC(=S)N2CCn3cccc3C2c2cccnc2)c1 (stereo unspecified)	0	3	-3	0	-1.4	-6	0	-5	-8	3
CC(C)C[C@H](NC(=O)[C@@H]1Cc2ccccc2CN1)C(=O)Nc1ccc(C(C)C)cc1	-7	-4	5	-4	-1.1	1	-5	2	1	2
O=C(COc1ccc(-n2cnnn2)cc1)Nc1ccc(F)c(F)c1F	1	0	-2	-4	0.0	1	0	2	6	-1
CCOP(=O)(OCC)c1nc(-c2ccc(Cl)cc2Cl)oc1N1CCCCC1	-9	-1	0	2	0.9	20	1	-3	-11	2
CN(C)S(=O)(=O)c1ccc(C(=O)Nc2nc(-c3ccccc3)c(C(=O)c3ccccc3)s2)cc1	1	4	0	1	1.1	0	18	-2	-3	-1
Cc1cc(C)c2c(c1)/C(=N/NC(=O)c1cc(C)oc1C)CCC2	-3	-9	1	-6	-0.7	-2	0	2	-1	0
Cn1c(=O)c2c(nc(NCc3ccco3)n2Cc2ccccc2Cl)n(C)c1=O	-4	-1	4	0	-0.3	5	0	0	-1	-2
COc1ccc(C(=O)Nc2ccc(CN3CCCCC3)cc2)cc1	0	-2	1	6	-0.5	-9	7	-3	3	-1
COc1ccc(CCNC(=O)/C(C#N)=C/c2ccc(OCC(=O)NCC3CCCO3)cc2)cc1OC (stereo unspecified)	-8	3	1	-4	-0.7	2	4	1	1	-1
c1ccc(-c2ccc(-c3ccccc3)[nH]2)cc1	5	4	-6	-2	-2.0	23	0	5	20	-2
Cc1cccc(C)c1NC(=O)CN(C)C(=O)c1cccc(-n2cccc2)c1	10	5	4	6	0.8	1	-7	1	3	5
O=C(O)CCCC(=O)Nc1ccc(C(=O)N2CCCCC2)c(Cl)c1	-1	-4	2	2	-0.8	-3	7	-1	2	3
COc1cc(C(=O)NC2CCN(C)CC2)ccc1Nc1ncc2c(n1)N(CCc1ccccc1)CCC(=O)N2C	-3	2	3	-1	4.1	12	-5	-2	2	8
C[C@H](O)[C@@H]1CN2CCc3ccc(-c4ccc5c(c4)OCO5)cc3[C@@H]2C[C@@H]1N(C)C(=O)c1cccc(Cl)c1	8	-4	-4	-1	-2.4	-8	3	1	/	0
CCSc1nc(N)nc(-c2cccs2)c1C#N	5	1	1	-2	-0.4	-21	1	-2	-37	-3
CC(C)(C)c1cc[n+](-c2nc([O-])sc2C=O)cc1	-2	-7	-3	2	-1.7	-5	-4	2	-4	1
Cc1cccc(-c2noc(-c3ccccc3C(=O)NCC3CCCO3)n2)c1 (stereo unspecified)	-2	3	-3	1	-0.6	-1	4	-1	-13	-2
N#CCC(=O)N/N=C/c1ccc(Sc2nc3ccccc3s2)o1	18	5	-8	3	-3.2	-24	-3	-1	1	-4
O=C(CCCCn1c(=O)c2ccccc2n(CC(=O)NC2CCCC2)c1=O)NC1CCCC1	-5	-8	2	-2	-0.7	1	5	3	3	2
CSCCC(NS(=O)(=O)c1ccccc1F)C(=O)NCC(c1ccco1)N(C)C (stereo unspecified)	1	-2	-1	-1	2.4	10	2	4	-2	2
C[C@H](c1ccccc1)N1C[C@@H](COCc2ccccc2)Oc2cc(N3CC[C@H](N(C)C)C3)ccc2S1(=O)=O	2	-6	-1	-2	-0.8	14	6	0	/	0
NS(=O)(=O)c1ccc(NC(=O)CCC(=O)N2CCOCC2)cc1	1	12	0	0	-1.2	-2	4	2	3	1
C=CCNC(=S)NNc1ncnc2sc3c(c12)CC(C)(C)OC3	5	-1	1	3	-2.4	3	5	3	-2	0
SMILES	rCAG binder	TCR-CD3 inh	MBD2 DNA inh	LEDGF integ inh	PG9 binder	ABHD4 inh	NR1D1 modulator	PRMT1 inh	HTRA1 inh	UHRF1 binding
CCCCCc1ccc(CC(=O)Nn2c(C)nc3ccccc3c2=O)cc1	4	3	-4	-1	-1.3	-18	-2	-4	-27	0
CCOC(=O)N1CCN(C(=O)CSc2ccc3nnc(CCNC(=O)c4ccc(OC)cc4)n3n2)CC1	-2	3	-3	-6	1.2	1	2	2	4	4
CCc1nn(CC(=O)NCCN2CCOCC2)c(=O)c2cc3c(OC)cccc3n12	-2	-7	-7	2	0.5	6	1	-1	-8	-3
COC(=O)[C@@H](NC(=O)c1ccccc1OC1CCN(S(C)(=O)=O)CC1)C(C)C	-7	5	3	-5	-0.1	10	-4	3	-1	2
CN(CC(=O)Nc1ccc(Cl)cc1)S(=O)(=O)c1cccc2cccnc12	2	-4	3	-1	-1.0	6	-2	1	-7	0
Cc1c(S(=O)(=O)N2CCc3ccccc3C2)c(=O)n(C)c(=O)n1C	2	-7	4	-5	-1.6	1	0	0	-2	1
CC(=O)c1cc(-c2ccccc2)n(CCC(=O)NC2CCCC2)c1C	-1	8	1	-1	-1.6	4	2	2	-2	2
O=C(COC(=O)c1n[nH]c(=O)c2ccccc12)c1ccc(Cl)cc1	-1	3	3	2	1.0	0	-2	-2	2	-2
O=c1c(-c2ccccc2)[n+]([O-])c2ccccc2n1O	2	4	2	0	2.0	9	5	1	0	-2
O=C(c1ccc(-c2cccc(C(F)(F)F)c2)o1)N1CCCCCCC1	-2	0	4	-2	-0.8	6	2	1	-24	0
COc1ccc(C(C)(C)C)cc1NC(=O)COC(=O)c1ccc([N+](=O)[O-])o1	-5	-7	-5	3	-0.1	-7	-3	1	6	1
CCN(C[C@H]1N[C@@](CC)(C(=O)OC)[C@H]2C(=O)N(Cc3ccccc3)C(=O)[C@@H]12)C(=O)c1ccccc1	0	0	1	-3	-0.7	0	-5	-3	3	-3
Cc1c(C)c2ccc(OCC(=O)NCc3ccccn3)cc2oc1=O	-4	3	-1	0	-1.4	3	-3	0	6	-3
